Source: PubChem BioAssay
FUS suppressor: qHTS for Suppressors of FUS Proteinopathy: Primary screen using FUS-linked yeast assay | S. cerevisiae FUS-expressing, growth rescue, OD600, 24 h | AID 1347120, 2019 | actives 0.24% (n = 390,000) | Potency, µM (highest dose often 76.6 µM), inactives show at the top dose growth rescue (activation), most hits filed as activators;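 note: potency is the fitted concentration of half-maximal effect; plate controls were DMSO vehicle for no effect and reference control for full effect; nearly all actives have a fitted effect of over 55% in size; some results filed as inactive show a strong effect at the top dose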
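Toxicity suppression screen in FUS-yeast. Cells induced with 2% galactose, starting OD 0.005, treated 24hr at 30C with compounds at multiple final concentrations; growth by OD600.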
Abeta yeast res: qHTS for compounds that reverse cellular toxicity of Amyloid beta (A-beta) peptide in yeast: Primary Screen. yeast expressing A-beta42, growth rescue, OD600, 48 h; response scale: 0% DMSO, 100% iron-clioquinol control. Potency, µM (series often up to 46.1 µM), inactives show top-dose growth rescue, usual class: activators. actives 0.063% (n = 410,000). AID 1347071, 2019; note: potency is the fitted concentration of half-maximal effect; nearly all actives have a fitted effect of over 55% in size
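Yeast growth medium received pinned compounds, then yeast cells expressing toxic A-beta were added; plates incubated at 30 C for 48 hr. Growth read as absorbance at 600 nm, normalized to DMSO and equimolar FeCl3 plus clioquinol controls.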
EPAC2 agonist: qHTS for Agonist of cAMP-regulated guanine nucleotide exchange factor 4 (EPAC2): primary screen | EPAC2 activation, biochemical qHTS; response scale: 100% = 6.5 mM cAMP response | Potency, µM (doses to about 154 µM), for inactives: top-dose activation, actives largely listed as activators | AID 720711, 2013 | actives 0.079% (n = 360,000); note: potency is the fitted concentration of half-maximal effect; nearly all actives have a fitted effect of over 50% in size
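qHTS, titration series. 100 nM EPAC2 / 250 nM Rap1B-BODIPY-GDP / 50 uM GDP; RT; ex 480/em 540 nm, 5-min reads to 30 min. Norm. to 6.5 mM cAMP = activation.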
EPAC2 antagonist: qHTS for Antagonist of cAMP-regulated guanine nucleotide exchange factor 2 (EPAC2): primary screen; EPAC2 GEF exchange of Rap1B-BODIPY-GDP, fluorescence; Potency, µM (titrated, usually from 114 µM), inactives show top-dose activity, negative = inhibition, most hits filed as inhibitors; actives 0.18% (n = 360,000); AID 720708, 2013; note: potency is the fitted concentration of half-maximal effect; % is set by controls: 0 for no effect and ±100 for the full control effect; nearly all actives have a fitted effect of over 45% in size; many of its hits are not listed in these tables
TDP-43 yeast inh: qHTS of TDP-43 Inhibitors. TDP-43 expressing yeast growth rescue, BacTiter-Glo, 24 h. Potency, µM (doses to about 46.1 µM), inactives show at the highest dose growth rescue (activation), usual class: activators. actives 1.8% (n = 410,000); note: potency is the fitted concentration of half-maximal effect; % of control where 0% means no effect; nearly all actives have a fitted effect of over 50% in size
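In this qHTS, compounds that restore growth of yeast expressing TDP-43 appear as activators. Cells (OD600=0.02, galactose medium, raffinose-pregrown) are incubated with compound 24 hr at 30 deg C and growth is quantified by BacTiter-Glo.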
aSyn yeast inh: qHTS of alpha-syn Inhibitors | AID 652106, 2013 | actives 0.14% (n = 370,000) | Potency, µM (titrated, usually from 46.1 µM), inactives show at the highest dose growth rescue (activation), most hits filed as activators | Yeast expressing alpha-synuclein, growth rescue, BacTiter-Glo, 24 h; note: potency is the fitted concentration of half-maximal effect; % of control where 0% means no effect; nearly all actives have a fitted effect of over 65% in size
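Rescue of yeast growth: cells expressing toxic alpha-synuclein, induced in galactose at OD600 0.02, incubated with compound 24 h at 30 C. ATP luminescence quantified growth; inhibitors of toxicity appear as activators.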
DRD3 agonist: qHTS of D3 Dopamine Receptor Agonist: qHTS; D(3) dopamine receptor (Homo sapiens), P35462; D3R DiscoveRx beta-arrestin cells, luminescence, 90 min; max activation, %; actives 0.58% (n = 410,000); AID 652048, 2013; in the data active = max activation above about 30%; note: 0% is about no effect; mostly tested at two doses, the higher about 12 µM
Target sequence (P35462 whole entry, looked up): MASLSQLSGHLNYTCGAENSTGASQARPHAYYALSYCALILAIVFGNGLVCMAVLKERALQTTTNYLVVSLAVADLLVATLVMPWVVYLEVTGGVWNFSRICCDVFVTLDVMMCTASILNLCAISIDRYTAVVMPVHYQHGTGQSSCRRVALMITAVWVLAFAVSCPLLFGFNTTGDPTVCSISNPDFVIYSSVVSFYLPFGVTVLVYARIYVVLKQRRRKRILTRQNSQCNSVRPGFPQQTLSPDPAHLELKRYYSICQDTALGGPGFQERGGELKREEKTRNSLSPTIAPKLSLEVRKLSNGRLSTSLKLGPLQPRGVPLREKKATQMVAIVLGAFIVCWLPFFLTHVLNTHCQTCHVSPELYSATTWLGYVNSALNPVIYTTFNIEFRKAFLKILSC
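Cells at 1500/well, incubated overnight, then treated with pinned compounds (dopamine as control) for 90 min at 37 degrees C. DiscoveRx reagent added for 30 - 60 minutes at room temperature; luminescence read.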
D3 antag: qHTS of D3 Dopamine Receptor Antagonist: qHTS. AID 652054, 2013. max response, negative = inhibition, %. D3R cells, DiscoveRx beta-arrestin luminescence, antagonist mode; active compounds read low. D(3) dopamine receptor (Homo sapiens), P35462. actives 2.5% (n = 360,000); in the data active = max response below about -50%; inconclusive = no clear call, values can overlap the other calls; note: % is set by controls: 0 for no effect and ±100 for the full control effect; mostly tested at two doses, the higher about 12 µM
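Cells plated overnight at 1500 cells/well, then exposed to library compounds with dopamine controls for 90 minutes at 37 degrees C. DiscoveRx reagent added for 30–60 minutes at room temperature; luminescence read, quantitative HTS format.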
An asterisk follows results filed as active; u = inconclusive; x = no result given; & = joins results of further samples; [ ] = remark or other dose. Unless noted, calls come from the whole dose curve; as a rule, active = well fitted curve in the direction sought with a large enough effect; inconclusive = small, poorly fitted or top-dose-only effect, or another doubt; inactive = no such curve, though single readings can be large; an effect the other way counts as inactive or inconclusive. A portion of the library, so the mix of outcomes need not match the whole.

SMILES | FUS suppressor | Abeta yeast res | EPAC2 agonist | EPAC2 antagonist | TDP-43 yeast inh | aSyn yeast inh | DRD3 agonist | D3 antag
CC[n+]1c(/C=C2\Sc3ccccc3N2C)ccc2cccc(C)c21 | 0% | -94%[inhibitor] | 5% | -23% | -90%[inhibitor] | -53%[inhibitor] | 13 | -6
CC(C)(C)C(=O)Nc1cc(-c2cccc(Br)c2)nn1-c1ccccc1 | 9% | -5% | x | x | 22µM* | x | -2 | x
CS(=O)(=O)N1CCN(c2ncccn2)CC1 | 8% | 0% | 2% | 2% | 2% | 6% | 3 | -6
CCCCn1c(N)c(N(CCC(C)C)C(=O)c2ccccc2C)c(=O)[nH]c1=O | 8% | -1% | -5% | 2% | -3% | 0% | 7 | 4
Cc1ccc(Cc2c(-c3cccc(Br)c3)nc3cc(C)c(Br)c(C)n23)cc1 | -12% | 1% | -2% | 5% | 0% | u | 8 | 0
CCOc1ccc(CC(=O)N2CCN=C2SCc2ccc([N+](=O)[O-])cc2)cc1 | 10% | -16% | 7% | 2% | u | -3% | -2 | -20
O=c1oc2cc(O)ccc2s1 | -36% | -23% | 10% | -15% | u | -14% | -6&-21 | 1
COc1ccc2[nH]c3c(Cl)ncnc3c2c1 | x | -4% | 3% | -15% | 13µM* | 27% | -2 | -7
COc1ccc(N2CCN(C(=O)c3[nH]c4ccc(OC)cc4c3C)CC2)cc1 | 15% | 14% | 11% | -6% | u | 7% | 6 | 3
CN1CCN(CC(=O)Nc2nc3ccccc3s2)CC1 | -16% | -9% | -2% | -5% | 12% | -2% | -2 | 3
C=CCN(c1ccc(C(N)=O)cc1)S(C)(=O)=O | 30% | -1% | 2% | 2% | 3% | 6% | -3 | 6
CC(=O)Nc1ccc(S(=O)(=O)Nc2cccc(-c3nc4cc(C)ccc4o3)c2)cc1 | 1% | 1% | 3% | -9% | 9% | 0% | 4 | 28
CC1CC(C)(C)CC2(C1)NC(=O)N(CC(=O)NCC(c1ccco1)N1CCCCC1)C2=O (stereo not given) | 4% | -3% | -8% | 9% | 1% | 2% | 2 | -12
CCOC(=O)C1CCCN(S(=O)(=O)c2cccs2)C1 (stereo not given) | -5% | -8% | 8% | 13% | -22% | 9% | 14 | -11
CC(/C=N/NC(=O)Cc1cccs1)=C\c1ccccc1 | -16% | 11% | -7% | 9% | 17% | -4% | 8 | -1
COc1cccc(CNS(=O)(=O)c2ccccc2Br)c1OC | -14% | -1% | 1% | 17% | u | 3% | 32* | 6
COc1ccccc1OCCC(=O)Nc1ccc2c(c1)OCO2 | -25% | -6% | 4% | -2% | 1% | 4% | 0 | 3
Cc1ccc(S(=O)(=O)NCc2cc(=O)n(C)c(=O)n2C)cc1C | -1% | -5% | -10% | -15% | 2% | 3% | -2 | -4
O=C(CSc1ccc2nnc(-c3ccccn3)n2n1)NCc1ccco1 | 1% | 1% | 6% | 10% | -13% | 4% | 3 | 17
CC(C)Oc1ccc(C2CCC(=O)NC2=O)cc1 (stereo not given) | x | 8% | 1% | 7% | -8% | -1% | -5 | 2
Cc1ccc(OC(F)F)c(NC(=O)Nc2ccc3c(c2)OCO3)c1 | -2% | 26% | 7% | -3% | 1% | -1% | -10 | -26
O=C(c1cccc(Br)c1)N1CCN(C(=O)N2CCOCC2)CC1 | 10% | 10% | 3% | 15% | -14% | 5% | 0 | -9
COc1ccc(Nc2nc(N)nc(CN(C)C3CCCCC3)n2)cc1 | 2% | 20% | 4% | -2% | 5% | 4% | 11 | -15
Cc1cccc2cc(/C=N/NC(=O)c3ccncc3)c(Cl)nc12 | -17% | -2% | 4% | 4% | 29% | 4% | 0 | 25
Cc1nn(-c2ccccc2)c2nc(C3CC3)cc(C(=O)Nc3ccc(F)cc3)c12 | -22% | -17% | x | x | 24%[9.22 µM] | x | 9 | x

Part of the list above in a different format:
canonical_smiles,FUS suppressor,Abeta yeast res,EPAC2 agonist,EPAC2 antagonist,TDP-43 yeast inh,aSyn yeast inh,DRD3 agonist,D3 antag
O=C(CSc1ccc2nnc(-c3ccccn3)n2n1)NCc1ccco1,1%,1%,6%,10%,-13%,4%,3,17
CC(=O)Nc1ccc(S(=O)(=O)Nc2cccc(-c3nc4cc(C)ccc4o3)c2)cc1,1%,1%,3%,-9%,9%,0%,4,28
O=c1oc2cc(O)ccc2s1,-36%,-23%,10%,-15%,u,-14%,-6&-21,1
Cc1ccc(Cc2c(-c3cccc(Br)c3)nc3cc(C)c(Br)c(C)n23)cc1,-12%,1%,-2%,5%,0%,u,8,0

Returning to the listing, repeating the five entries before the break.
SMILES | FUS suppressor | Abeta yeast res | EPAC2 agonist | EPAC2 antagonist | TDP-43 yeast inh | aSyn yeast inh | DRD3 agonist | D3 antag
Cc1ccc(OC(F)F)c(NC(=O)Nc2ccc3c(c2)OCO3)c1 | -2% | 26% | 7% | -3% | 1% | -1% | -10 | -26
O=C(c1cccc(Br)c1)N1CCN(C(=O)N2CCOCC2)CC1 | 10% | 10% | 3% | 15% | -14% | 5% | 0 | -9
COc1ccc(Nc2nc(N)nc(CN(C)C3CCCCC3)n2)cc1 | 2% | 20% | 4% | -2% | 5% | 4% | 11 | -15
Cc1cccc2cc(/C=N/NC(=O)c3ccncc3)c(Cl)nc12 | -17% | -2% | 4% | 4% | 29% | 4% | 0 | 25
Cc1nn(-c2ccccc2)c2nc(C3CC3)cc(C(=O)Nc3ccc(F)cc3)c12 | -22% | -17% | x | x | 24%[9.22 µM] | x | 9 | x
CCC(=O)N1CCc2cc(Br)cc(S(=O)(=O)NCCN3CCCCC3CC)c21 (stereo not given) | 37% | 12% | -12% | 9% | 6% | -15% | 2 | -16
CCCCCc1ccc(-c2ccc(OCC)cc2)nc1 | 1% | 4% | -3% | 2% | 13µM* | -12% | -6 | -2
COc1ccccc1NC(=S)N(Cc1ccccc1)Cc1ccccn1 | 16% | u | 5% | -3% | 22µM* | 4% | -7 | 0
O=C(CN1C(=O)c2cccc3cccc1c23)Nc1ccc(S(=O)(=O)Nc2nccs2)cc1 | 26% | -16% | -9% | -7% | 7% | x | 1 | -4
Nc1cc(=O)[nH]c(SCCSc2ccccc2F)n1 | 20% | 4% | 2% | u | -12% | -7% | -4 | 8
Cc1cccc(NC(=O)CSc2n[nH]c(-c3ccncc3)n2)c1C | 6% | 9% | 0% | 5% | 6% | 1% | -8 | 1
COc1ccc(CCNCC(O)COc2ccc(Cl)cc2)cc1OC (stereo not given) | 15% | 1% | 8% | -8% | -15% | -1% | -10 | 0
COc1ccc(CSc2nc(C)cc(C)c2C#N)cc1 | 2% | -12% | 7% | -18% | 18% | 0% | 9 | -1
O=C(NCc1ccc(C(F)(F)F)cc1)c1cccc2c(-c3ccc(F)c(F)c3)coc12 | -5% | 19% | 4% | -9% | 0% | 10% | -1 | 0
Cc1cc(OCC(=O)Nc2nnc(C3CC3)s2)ccc1C(C)C | -1% | 7% | -1% | -1% | 13% | 1% | 1 | -14
Cc1ccc(C(O)c2ncc(-c3cccc(C(F)(F)F)c3)[nH]2)c(C)c1 (stereo not given) | -6% | 7% | -2% | -24% | 26% | 8% | -7 | 7
C=CCOc1ccccc1CNCCCN1CCOCC1 | -4% | -2% | 11% | -5% | -23% | -11% | -14 | -59*
COc1ccc(C2c3ccc4ccccc4c3Oc3ncn(CCN4CCOCC4)c(=N)c32)cc1OC (stereo not given) | u | 18% | -5% | -6% | -4% | -3% | -5 | -7
Cc1cc(C(=O)COC(=O)Cn2c(C(F)(F)F)nc3ccccc32)c(C)n1Cc1ccco1 | 49% | 3% | 8% | 8% | u | -1% | 1 | 24
Clc1ccc(COc2ccccn2)c(Cl)c1 | 14% | -6% | 8% | -6% | -8% | 0% | -5 | -30
Cc1ccc(CN2CCN(/N=C/c3cccnc3)CC2)cc1 | x | -18% | 3% | -1% | 15% | 0% | -4 | -3
O=C(OCC(=O)N1CCN(C(=O)c2ccco2)CC1)c1ccccc1C(=O)c1ccc(Cl)cc1 | u | -2% | 5% | 3% | -14% | 12% | -8 | -1
COC(=O)CNc1nc(Cl)nc(N2CCC(C)CC2)n1 | -19% | 6% | 2% | -6% | 20% | 1% | -10 | 10
O=C(Nc1ccc2c(c1)N(C1CCCC1)C(=O)c1ccccc1S2)c1cccc(F)c1 | -13% | -2% | x | x | 8% | x | -16 | x
CCOc1ccc(C(=S)NC2CCCCC2)cc1OC | 20% | 8% | 13% | -2% | 15% | -9% | 5 | -3
Nn1c(=S)[nH]c2sc3c(c2c1=O)CCCC3 | 23% | 19% | 6% | -1% | 8% | 8% | 9 | 0
Cc1nc(N2CCN(c3ccccc3F)CC2)[nH]c(=O)c1C | -14% | -12% | 3% | -1% | 22% | 7% | 1 | 0
O=C(NCCN1CCN(C(=O)c2cccs2)CC1)c1cccs1 | 20% | -15% | 4% | 23% | 0% | -5% | -34 | -74*
CCOC(=O)c1cnc2ccc(OCC)cc2c1Nc1cc(Cl)c(OC)cc1OC | 18% | -18% | x | x | 12% | x | -10 | x
Cc1cc2nc(SCCOC(=O)Nc3ccc(Cl)cc3)nc(C)c2cc1C | -16% | -13% | u | -3% | -11% | -3% | -2 | 19
CCOC(=O)c1[nH]c(C)c(CCC(=O)NCc2ccc(C)cc2)c1C | -7% | 3% | x | x | 26%[9.22 µM] | x | 7 | x
